Bioassay records (PubChem BioAssay)
LmPK inhibitor = qHTS Assay for Inhibitors of Leishmania Mexicana Pyruvate Kinase (LmPK); Q27686; purified LmPK, Kinase-Glo ATP luminescence, 1 h; Potency, µM (doses to about 57.5 µM), without a hit: at the top dose activity change, negative = inhibition, most hits filed as inhibitors; hit rate 0.37% among 290,000; AID 1721, 2009; further: potency means the concentration at half of the fitted maximal effect
Target sequence (Q27686 whole entry, looked up): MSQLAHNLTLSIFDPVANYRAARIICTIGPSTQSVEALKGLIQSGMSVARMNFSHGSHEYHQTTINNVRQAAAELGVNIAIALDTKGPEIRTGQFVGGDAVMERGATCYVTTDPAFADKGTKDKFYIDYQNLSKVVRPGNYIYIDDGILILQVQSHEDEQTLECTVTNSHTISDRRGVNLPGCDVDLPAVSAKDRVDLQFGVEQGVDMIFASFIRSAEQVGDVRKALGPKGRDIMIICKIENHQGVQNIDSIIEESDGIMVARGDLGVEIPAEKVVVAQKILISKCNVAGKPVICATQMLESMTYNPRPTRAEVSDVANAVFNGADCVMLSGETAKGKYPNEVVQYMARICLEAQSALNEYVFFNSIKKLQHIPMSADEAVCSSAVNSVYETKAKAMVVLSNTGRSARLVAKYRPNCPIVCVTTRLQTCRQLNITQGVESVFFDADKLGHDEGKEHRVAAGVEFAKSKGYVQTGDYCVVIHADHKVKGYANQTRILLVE
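In 50 mM imidazole pH 7.2 with 7 mM MgCl2, LmPK (0.1 nM) turned over PEP (0.5 mM) and ADP (0.1 mM) for 1 h at room temperature. Luciferase read-out of ATP.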
AmpC no deterg = qHTS Inhibitors of AmpC Beta-Lactamase (assay without detergent); P00811; AmpC nitrocefin hydrolysis, absorbance 480 nm, 0.0001% Triton; Potency, µM (highest dose often 57.1 µM), for the others: top-dose activity change, negative = inhibition, hits mostly inhibitors; hit rate 0.52% among 330,000; AID 485341, 2010;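 further: potency means the concentration at half of the fitted maximal effect; plate controls were no compound for no effect and no enzyme for full effect; nearly all actives have a fitted effect of over 20% in size; some results filed as inactive show a strong effect at the top dose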
Target sequence (P00811 whole entry, looked up): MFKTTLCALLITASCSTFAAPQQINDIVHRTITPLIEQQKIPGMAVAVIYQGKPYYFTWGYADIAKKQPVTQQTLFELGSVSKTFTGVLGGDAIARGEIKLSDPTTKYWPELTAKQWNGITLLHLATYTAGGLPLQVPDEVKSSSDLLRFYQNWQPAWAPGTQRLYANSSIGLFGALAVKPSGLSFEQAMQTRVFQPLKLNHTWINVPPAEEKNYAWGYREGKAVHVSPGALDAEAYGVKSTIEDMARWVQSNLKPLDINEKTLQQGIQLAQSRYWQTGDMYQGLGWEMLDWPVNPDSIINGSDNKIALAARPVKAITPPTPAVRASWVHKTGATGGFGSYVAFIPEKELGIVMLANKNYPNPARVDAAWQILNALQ
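AmpC (5.3 nM in the dispensed reagent) in 20 mM phosphate pH 7.0 with 0.01% (detergent screen) or 0.0001% Triton X-100 was preincubated with compounds for 15 min at room temperature. Nitrocefin was then added from an 800 uM solution, and hydrolysis was followed at 480 nm.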
HCMV antiviral = qHTS Assay for inhibitors of the human cytomegalovirus (HCMV). activity change, negative = inhibition, % at 57.5 µM. HFF cells, HCMV-luciferase reporter, 72 h; active compounds read low. AID 1259415, 2018. hit rate 4.5% among 410,000; in the data active means activity change below about -60%; inconclusive means no clear call, values can overlap the other calls; inactive means above about -39%
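Screen run at 2 compound doses on HFFs infected with reporter HCMV, MOI 1 PFU/cell. Luciferase activity from cell lysates at 72 h post infection gave inhibition relative to buffer-only and Salinomycin wells.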
AmpC detergent = qHTS Inhibitors of AmpC Beta-Lactamase (assay with detergent) | AmpC hydrolysis of nitrocefin, absorbance 480 nm, 0.01% Triton | Potency, µM (top dose mostly 114 µM), for the others: at the top dose activity change, negative = inhibition, actives largely listed as inhibitors | hit rate 0.041% among 370,000 | AID 485294, 2010;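 further: potency means the concentration at half of the fitted maximal effect; 0% = no-compound wells and -100% = no-enzyme wells; nearly all actives have a fitted effect of over 25% in size; some results filed as inactive show a strong effect at the top dose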
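20 mM phosphate pH 7.0 + 0.01% (detergent screen) or 0.0001% Triton X-100; 5.3 nM AmpC reagent; cpd preinc 15 min RT; nitrocefin (800 uM stock) to start; A480 q20 s × 4 min; Activity was normalised to no-enzyme and no-compound control wells.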
Sm TGR inh = qHTS Assay for the Inhibitors of Schistosoma Mansoni Peroxiredoxins | AID 485364, 2010 | hit rate 3% among 360,000 | purified TGR, DTNB reduction, TNB absorbance 405 nm | Schistosoma mansoni thioredoxin glutathione reductase (TGR), Q962Y6 | Potency, µM (highest dose often 114 µM), for inactives: at the top dose activity change, negative = inhibition, most hits filed as inhibitors; further: potency means the concentration at half of the fitted maximal effect; nearly all actives have a fitted effect of over 60% in size
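TGR 20 nM + NADPH 100 uM (dispensed conc.), cpd preinc 15 min RT; start with NADPH (500 uM addition) then DTNB (15 mM addition). Kinetic TNB absorbance, 405 nm filter. Four-parameter Hill fit across titration.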
TbPYK inhibitor = qHTS of Trypanosoma Brucei Inhibitors. TbPYK enzyme, Kinase-Glo Plus ATP luminescence, 45 min. hit rate 0.12% among 410,000. Potency, µM (series often up to 76.8 µM), without a hit: top-dose activity, negative = inhibition, hits mostly inhibitors. pyruvate kinase (Trypanosoma brucei), Q57TT1; further: potency means the concentration at half of the fitted maximal effect; nearly all actives have a fitted effect of over 50% in size
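In this concentration-response screen, enzyme-free wells defined baseline while DMSO plates tracked drift. Each reaction combined TbPYK, substrate, compound and 130 uM ADP for 45 min at room temperature. Kinase-Glo Plus luminescence gave the signal.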
AMA1-RON2 inh = qHTS for Inhibitors of AMA1-RON; Towards Development of Antimalarial Drug Lead: Primary Screen | AlphaScreen AMA1-biotinylated RON2 peptide binding | Potency, µM (series often up to 58.2 µM), for inactives: at the highest dose activity change, negative = inhibition, usual class: inhibitors | hit rate 0.2% among 360,000 | AID 720542, 2013;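 further: potency means the concentration at half of the fitted maximal effect; 0% = vehicle wells and -100% = peptide control; nearly all actives have a fitted effect of over 45% in size; some results filed as inactive show a strong effect at the top dose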
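AMA1 (3D7) with his tag at 25 nM final met compounds first, then biotinylated RON2 peptide at 25 nM; detection used donor plus acceptor beads, 10 µg/mL apiece, read by AlphaScreen after 30 min at room temperature.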
Starred values were filed as active, the others as inactive; ? = inconclusive; / = no result given; & = joins results of further samples; [ ] = another dose, or the depositor's remark. Unless noted, the call rests on the fitted dose curve; in most records, active means well fitted curve in the direction sought with a large enough effect; inconclusive means small, poorly fitted or top-dose-only effect, or another doubt; inactive means no such curve, though single readings can be large; an effect the other way counts as inactive or inconclusive. Unless noted, on the % scale 0 is the no-effect control and ±100 the full control effect.

The first 11 records, to show the layout:
canonical_smiles	AmpC no deterg	LmPK inhibitor	HCMV antiviral	Sm TGR inh	AmpC detergent	TbPYK inhibitor	AMA1-RON2 inh
O=C(c1cccs1)N1CCCc2cc(NS(=O)(=O)c3cc(F)ccc3F)ccc21	/	/	-7	-12%	0%	3%	/
CC(CNC(=O)CCC(=O)N1CCOc2ccccc21)c1ccccc1 (stereo unspecified)	12%	0%	12	-2%	?	5%	7%
N=c1n(CCN2CCOCC2)c2ccccc2n1CC(=O)c1ccc(Cl)c(Cl)c1	198%[activator]	4%	80	9%	4%	2%	36%[activator]
Cc1csc2c(C#N)c(=O)c3c(n12)CCC3	-10%	0%	-6	0%	-11%	-1%	6%
COC(=O)c1cc2c(C(F)(F)F)nn(C)c2s1	3%	2%	-31	8%	-3%	-5%	-21%
NC(=O)CN(C/C=C/c1ccccc1)C/C=C/c1ccccc1	23%	2%	3	-2%	-11%	16%	-29%
Cc1ccc(S(=O)(=O)N2[C@@H](c3ccc4c(c3)OCO4)C(C(=O)O)=C[C@H]2C(C)(C)C)cc1	-11%	/	-6	/	/	5%	-4%
COc1ccc(-c2nnc(SC(C)C(=O)Nc3ccc4c(c3)OCCO4)o2)cc1 (stereo unspecified)	-21%	-3%	95	-15%	-4%	-4%	37%[activator]
COc1ccc(C(C(=O)NC2CCCCC2)N(C(=O)c2ccco2)c2ccccc2C(C)=O)cc1 (stereo unspecified)	71%[activator]	-3%	-10	-14%	-8%	0%	-15%
CCc1cccc(CC)c1N(COC)C(=O)Cn1cnc2ccccc21	76%[activator]	1%	?	-3%	2%	-2%	9%
CC(C)c1ccc(NC(=O)c2ccc3c(c2)C(=O)N(Cc2cccnc2)C3=O)cc1	-4%	9%	35	0%	0%	-8%	1%

The list itself, previewed entries included:
canonical_smiles	AmpC no deterg	LmPK inhibitor	HCMV antiviral	Sm TGR inh	AmpC detergent	TbPYK inhibitor	AMA1-RON2 inh
O=C(c1cccs1)N1CCCc2cc(NS(=O)(=O)c3cc(F)ccc3F)ccc21	/	/	-7	-12%	0%	3%	/
CC(CNC(=O)CCC(=O)N1CCOc2ccccc21)c1ccccc1 (stereo unspecified)	12%	0%	12	-2%	?	5%	7%
N=c1n(CCN2CCOCC2)c2ccccc2n1CC(=O)c1ccc(Cl)c(Cl)c1	198%[activator]	4%	80	9%	4%	2%	36%[activator]
Cc1csc2c(C#N)c(=O)c3c(n12)CCC3	-10%	0%	-6	0%	-11%	-1%	6%
COC(=O)c1cc2c(C(F)(F)F)nn(C)c2s1	3%	2%	-31	8%	-3%	-5%	-21%
NC(=O)CN(C/C=C/c1ccccc1)C/C=C/c1ccccc1	23%	2%	3	-2%	-11%	16%	-29%
Cc1ccc(S(=O)(=O)N2[C@@H](c3ccc4c(c3)OCO4)C(C(=O)O)=C[C@H]2C(C)(C)C)cc1	-11%	/	-6	/	/	5%	-4%
COc1ccc(-c2nnc(SC(C)C(=O)Nc3ccc4c(c3)OCCO4)o2)cc1 (stereo unspecified)	-21%	-3%	95	-15%	-4%	-4%	37%[activator]
COc1ccc(C(C(=O)NC2CCCCC2)N(C(=O)c2ccco2)c2ccccc2C(C)=O)cc1 (stereo unspecified)	71%[activator]	-3%	-10	-14%	-8%	0%	-15%
CCc1cccc(CC)c1N(COC)C(=O)Cn1cnc2ccccc21	76%[activator]	1%	?	-3%	2%	-2%	9%
CC(C)c1ccc(NC(=O)c2ccc3c(c2)C(=O)N(Cc2cccnc2)C3=O)cc1	-4%	9%	35	0%	0%	-8%	1%
Cc1sc2ncnc(N3CCCCC3C)c2c1C (stereo unspecified)	-8%	0%	?	-7%	-19%	6%	-13%
Cn1c(N)c(S(=O)(=O)N2CCCC2)c(=O)n(C)c1=O	-11%	-3%	8	-4%	-3%	-12%	-6%
Cc1cc2c(c(=O)o1)C1O[C@](c3ccsc3)(Cc3ccccc31)O2	-35%[11.4 µM]	4%[11.5 µM]	/	?	?	/	/
COc1ccc(/C=C2\CCCC(C(=O)C(F)(F)F)=C2O)cc1	-12%	2%	15	?	2%	-7%	-8%
Cn1c(SCc2ccc(C(C)(C)C)cc2)nnc1C1COc2ccccc2O1 (stereo unspecified)	71%[activator]	6%	-15	1%	-6%	0%	8%
O=C(NNc1nc(-c2ccccc2)cs1)c1ccc(F)cc1	-38%	12%	-80*	0%	-21%	-6%	80%[activator]
O=C(Cn1ncc2ccsc2c1=O)N1CCN(c2ccccc2F)CC1	/	/	-22	7%	17%	-13%	/
COC(=O)CCCC1=CC2=CC(=O)C(C)(OC(=O)c3cccs3)C(=O)C2=CN1CCc1ccccn1 (stereo unspecified)	86%[activator]	-7%[11.5 µM]	-10	2%	6%	-2%	7%
Cc1cccc(C(CC(=O)NCC2(c3ccccc3)CCCC2)c2ccccc2)c1O (stereo unspecified)	/	/	-39	?	?	-2%	/
COc1ccc(C(=O)C2CCN(C(=S)Nc3ccc(F)cc3)CC2)cc1	-56%	-5%	-30	-28%	-5%	0%	0%
COCCNC(=O)CCC(=O)NNc1nc2ccccc2c2nc(C)nn12	-17%	0%	-36&2	-1%&1%	5%&-1%	10%&3%	-14%
COc1ccccc1NC(=O)C(C)OC(=O)C1CC(=O)N(c2ccc3c(c2)OCCO3)C1 (stereo unspecified)	-19%	-7%	-6	0%	1%	-4%	25%
O=S(=O)(NCc1csc(-c2cccnc2)n1)c1cccs1	-5%	0%	-10	-12%	?	-2%	1%
CC(=O)c1ccc(NC(=O)C2CC(=O)N(Cc3ccccc3)C2)cc1 (stereo unspecified)	-10%	3%	100	-9%	2%	-1%	-12%
Cc1cc(C)nc(NS(=O)(=O)c2ccc(NC(=O)CCC3COc4ccccc4O3)cc2)n1 (stereo unspecified)	-19%	2%	-30	0%	-1%	-3%	2%
Clc1ccc2c(c1)NC(c1ccncc1)=NC(c1cccs1)=N2	/	/	-1	0%	25%	2%	/
Cc1nc(N)sc1-c1csc(N(C)c2ccc(O)cc2)n1	-7%	0%	29	?	?	-13%	23%
N#Cc1c(N)[nH]c(C(=O)c2ccccc2)c1-c1ccccc1Br	/	/	-8	/	/	2%	42%[activator]
CCOC(=O)c1ccc(N2C(=O)CC(SCC(N)C(=O)OCC)C2=O)cc1 (stereo unspecified)	-5%	5%	13	14µM*	6%	-4%	7%
CCCCNC(=O)C1CCN(Cc2nc(-c3ccc(OC)c(OC)c3)oc2C)CC1	/	/	-1	0%	5%	0%	/
CCN(CC)C(=O)C1=C(C)N(Cc2ccccc2)C(=O)C(CC(=O)NCC2CCCCC2)C1 (stereo unspecified)	/	/	-30	/	/	0%	12%
CCOCCOC(=O)COc1ccc(N2C(=O)c3ccccc3C2=O)cc1	2%	1%	/	1%	?	/	/
CCn1nnc2cc(C(=O)Nc3cc(OC)cc(OC)c3)ccc21	-15%	/	3	0%	-21%	-1%	12%
Cn1cnnc1SCC(=O)Nc1ccc(C#N)cc1	/	/	-15	1%	-3%	2%	/
CSc1ncccc1C(=O)NC1CC(C)(C)Cc2c1cnn2-c1ccccc1C (stereo unspecified)	90%[activator]	-9%	?	-23%	3%	-4%	3%
COc1ccc(N(CC(=O)N2CCc3ccccc3C2)S(C)(=O)=O)cc1Cl	41%	-6%	22	-15%	-14%	0%	-4%
COc1ccc(C(=O)Nc2ccc(C(=O)OCc3cc(=O)n4nc(C(C)C)sc4n3)cc2)cc1	/	/	17	1%	11%	-1%	/
COc1ccc(C(=O)NCCS(=O)(=O)N2CCN(C(=O)c3ccco3)CC2)cc1	-9%	/	5	-2%	-15%	4%	-26%
O=C(NCc1ccc2c(c1)OCO2)Nc1ccc([N+](=O)[O-])cc1	-8%	0%	-61*	-5%	?	2%	5%
CCOC(=O)CCc1c(C)nc2ncnn2c1C	-1%	-6%	33	5%	-3%	-12%	26%
CC(C)c1ccc(NC(=O)CSC(C)c2nc3ccccc3c(=O)[nH]2)cc1 (stereo unspecified)	-34%	2%	3	-3%	-4%	-16%	8%
Cc1ccccc1OCCn1cc(C(=S)N2CCN(C)CC2)c2ccccc21	140%[activator]	2%	5	5%	6%	4%	?
CCOC(=O)[C@]12Cc3cc(OC)ccc3[C@H]1N(C1CCCCC1)C(=O)c1ccccc12	/	/	-101*	/	/	-1%	2%
CCN(CC)CC(=O)NCc1cc(-c2ccc(OC)cc2)no1	-14%	-4%	14	12%	0%	-3%	4%
CCOC(=O)c1[nH]cnc1C(=O)N[C@@H](C)c1ccccc1	-16%	/	90	-21%	-4%	-5%	96%[activator]
CC(C)c1ccc(NC(=O)Nc2nc(C(N)c3ccccc3Cl)cs2)cc1 (stereo unspecified)	/	/	-70*	/	/	-5%	73%[activator]
NC(c1csc(Nc2nncc3ccccc23)n1)c1ccccc1Cl (stereo unspecified)	/	/	-1	/	/	7%	100%[activator]
CCC(Oc1ccccc1)C(=O)NCCCN1CCOCC1 (stereo unspecified)	-10%	5%	/	0%	?	-2%	-4%
O=C(NCC1CC1)c1onc(CSc2nc3ccccc3[nH]2)c1C(=O)NCC1CC1	-29%	-2%	?	-16%	-15%	-11%	-14%
COc1ccc2[nH]cc(C(=O)CNc3nc(C)cs3)c2c1	-31%	-3%	72	4%	2%	-13%	-1%
CN1CCN(C2(CNC(=O)c3ccc([N+](=O)[O-])cc3)CCCCC2)CC1	/	/	-14	2%	0%	0%	/
Cc1ccc(NC(=S)N(CCCN2CCN(C)CC2)Cc2cccs2)cc1C	110%[activator]	-2%	?	12%	-3%	-12%	-18%
